# High-throughput results (PubChem)
# LANA DNA inh: KSHV C-LANA DNA binding inhibition; AID 504423; inhibition, % at 9 µM; MBP-C-LANA/FAM-LBS DNA binding, fluorescence polarization; 0.078% of 340,000 active;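 active = highest replicate inhibition at or above 60% at 9 µM, even if other replicates fall short; inactive = all replicates below 60% inhibition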;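 also: 0% = neutral control wells and 100% = 4 µM acridine orange control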
# DAGLB inh: blocks human DAGLB lipase activity. inhibition, % at 5.17 µM. 0.059% of 340,000 active. HEK293T DAGLB membrane lysate, EnzChek fluorogenic substrate. AID 504411. Q8NCG7; in the data active = inhibition above about 34%;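 also: 0% = enzyme with vehicle and 100% = wells lacking enzyme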
# PKA-R2B act: activators of human PKA-R2B complex; PKA-R2B holoenzyme dissociation, Cy5-IP20 fluorescence polarization; R2B truncated from residue 108, S112A mutant; 0% DMSO only, 100% 113 µM cGMP; activation, % at 11.4 µM; 0.079% of 340,000 active;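 active = activation above a cutoff set at the mean over all compounds plus 3 SD, cut at about 18% in these data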;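 also: higher means more holoenzyme dissociation and a rise in polarization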
# Target sequence (P31323 whole entry, looked up, other chains not shown, the tested form may be a part): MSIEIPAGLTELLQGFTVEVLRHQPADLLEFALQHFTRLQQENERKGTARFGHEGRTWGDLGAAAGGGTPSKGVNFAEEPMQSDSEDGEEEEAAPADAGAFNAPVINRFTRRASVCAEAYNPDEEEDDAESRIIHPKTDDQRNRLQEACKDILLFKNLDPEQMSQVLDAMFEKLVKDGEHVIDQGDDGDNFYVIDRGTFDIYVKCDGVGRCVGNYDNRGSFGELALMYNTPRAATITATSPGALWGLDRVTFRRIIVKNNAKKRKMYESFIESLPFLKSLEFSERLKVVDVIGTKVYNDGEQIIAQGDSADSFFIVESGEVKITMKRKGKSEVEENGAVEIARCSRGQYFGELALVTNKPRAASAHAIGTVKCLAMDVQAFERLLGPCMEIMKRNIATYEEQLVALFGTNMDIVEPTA
# SR-BI DiI-HDL act: enhances SR-BI lipid uptake from DiI-HDL | CHO ldlA[mSR-BI] cells, DiI-HDL uptake fluorescence, 3 h; 100 = double the neutral-control signal | activation, % at 12.5 µM | 0.096% of 320,000 active;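 active = mean replicate activation of at least 60% and every replicate at or above 60%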;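 also: 0% = median plate neutral-control signal and 100% = twice that signal; values of inactives mirror those of a sister screen read the other way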
#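 Material – SR-BI-overexpressing, LDLR-lacking CHO cells · Medium – BSA-supplemented, HEPES-buffered Ham's F12, pH 7.4 · Doses – single concentration · Times – compound with DiI-HDL co-incubation, 3 h at 37 °C · Measured by – bottom-read fluorescence, 550/595 nm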
# cardiac RTF act: cardiac RTF calcium sensitization; AID 493008; IANBD-labeled TnC RTF fluorescence at EC20 calcium; 0% EC20 calcium, 100% full calcium; 0.24% of 340,000 active; P19429+P45379; activation, % at 7.2 µM;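 active = activation above the mean over all tested compounds plus 3 SD, cut at about 30% in these data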;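 also: rise in fluorescence read as greater calcium sensitivity of cardiac thin filaments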
# Rtt109 HAT inh: C. albicans Rtt109 histone acetyltransferase inhibition | inhibition, % at 34.9 µM | Q5AAJ8 | AID 540336 | purified Rtt109/Vps75, ThioGlo CoA-SH fluorescence, 4 h | 0.16% of 330,000 active;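 active = inhibition of at least 50% in every replicate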
# Target sequence (Q5AAJ8 whole entry, looked up): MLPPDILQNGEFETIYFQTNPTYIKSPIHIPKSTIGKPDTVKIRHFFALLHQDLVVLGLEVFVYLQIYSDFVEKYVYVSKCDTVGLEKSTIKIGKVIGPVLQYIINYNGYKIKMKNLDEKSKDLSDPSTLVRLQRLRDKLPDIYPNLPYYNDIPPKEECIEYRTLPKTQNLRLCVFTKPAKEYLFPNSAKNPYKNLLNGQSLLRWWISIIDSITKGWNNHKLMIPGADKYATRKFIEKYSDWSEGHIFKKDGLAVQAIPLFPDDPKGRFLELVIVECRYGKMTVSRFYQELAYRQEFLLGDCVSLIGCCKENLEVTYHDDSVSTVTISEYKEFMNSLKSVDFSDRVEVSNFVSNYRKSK
# CAL PDZ FP-1: human CAL PDZ-peptide interaction inhibition; Q9HD26; purified CAL PDZ, TMR-peptide fluorescence polarization, 1 h; inhibition, % at 20 µM; 0.02% of 330,000 active; AID 504414;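 active = highest replicate inhibition of at least 40%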;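 also: plate controls were DMSO neutral control wells for no effect and unlabeled competitor peptide control wells for full effect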
#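 Test system: purified CerCALP PDZ construct; Compound dosing: one concentration, 20 µM compound; Also added: TMR-labelled reporter peptide T*-PRC34 bound in PDZ groove; Read-out: inhibition from polarization loss; Controls: unlabelled peptide and DMSO controls; Signal: FP readout, S and P plane fluorescence; Incubation: 1 h at RT.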
# CAL PDZ FP-2: blocks peptide binding to the human CAL PDZ domain. 0.92% of 300,000 active. Q9HD26. AID 602252. inhibition, % at 24.9 µM. purified CAL PDZ, TMR-peptide fluorescence polarization, 1 h;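 active = mean inhibition of at least 30% with at least half of replicates also reaching 30%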;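 also: 0% = DMSO neutral control and 100% = excess unlabeled competitor peptide PRC23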
# Keap1 Nrf2 FP: Keap1-Nrf2 (human) interaction inhibition | 0.15% of 340,000 active | Keap1 Kelch-Nrf2 peptide fluorescence polarization, 1536-well | inhibition, % at 9.4 µM | Q14145; in the data active = inhibition above about 12%;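 also: human Keap1 Kelch domain with fluorescein labeled Nrf2 9mer peptide probe; 0% = neutral control wells and 100% = peptide positive control; higher means more block of Keap1 binding to Nrf2 peptide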
# RTF Ca sens inh: cardiac RTF calcium desensitization | P19429+P45379 | IANBD-labeled cardiac RTF, Ca2+ fluorescence | inhibition, % at 7.15 µM | 0.12% of 340,000 active | AID 493244;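 active = inhibition above the mean inhibition of all tested compounds plus 3 SD, cut at about 17% in these data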;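 also: assay run at fixed EC70 calcium of 1.6 mM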
# Active calls of the source: *; . = not tested or not shown. Compounds as they come (roughly 1.6% active in at least one column).
SMILES,LANA DNA inh,DAGLB inh,PKA-R2B act,SR-BI DiI-HDL act,cardiac RTF act,Rtt109 HAT inh,CAL PDZ FP-1,CAL PDZ FP-2,Keap1 Nrf2 FP,RTF Ca sens inh
COc1ccccc1NC(=O)Cn1cnc2c1c(=O)n(C)c(=O)n2C,-1.2,-2.5,8.4,.,5.2,30.1,-0.5,-1.0,-2.3,-13.2
COc1ccc(-c2c(C)nn3c(N4CCC5(CC4)OCCO5)cc(C)nc23)cc1OC,-2.6,0.4,-2.1,-39.1,3.1,-4.9,-2.0,-0.3,-0.2,-15.2
O=c1c2ccccc2nc(/C=C/c2cc(Br)ccc2O)n1CCO,-0.6,0.0,-1.2,-23.6,0.5,2.2,-1.2,.,2.9,-2.9
Cc1ccc(S(=O)(=O)NCc2ccccc2)cc1C(=O)NCC1CCCO1 (stereo unspecified),-1.2,-0.3,-1.0,12.1,-3.2,-4.2,-1.9,-4.2,0.8,-7.8
COC(=O)Cc1csc(NC(=O)CSc2nnc3ccccn23)n1,0.6,-1.7,-4.8,38.8,2.9,-6.2,-1.1,5.8,-3.4,-4.6
CNC(=O)COC(=O)/C=C/c1cn(-c2ccccc2)nc1-c1ccc(C)o1,-0.9,-4.3,0.6,.,0.2,-22.6,-2.3,-3.9,1.4,-2.6
N#Cc1nc(-c2cccc(Cl)c2)oc1NCc1cccnc1,-0.2,1.6,6.1,5.7,-2.7,3.6,-3.1,-6.2,0.0,2.3
Cn1nnnc1SCC(=O)Nc1nn(-c2ccccc2)nc1C(N)=O,0.3,-0.3,4.3,4.1,5.2,2.9,-0.2,55.4*,.,-2.4
CCOC(=O)Cn1nc(C)c(NC(=O)c2cccc([N+](=O)[O-])c2)c1C,0.0,-2.6,4.3,19.0,0.4,8.1,-0.1,-4.1,-5.1,-4.6
COc1ccccc1C(=O)N1CCN(c2nc3cc(C)c(C)cc3cc2C#N)CC1,2.6,-1.0,-7.1,-39.9,-4.7,-3.9,-2.8,-0.8,-4.4,-1.6
S=c1[nH]nc(-c2ccccc2Br)n1Cc1ccccc1,-0.1,2.9,-4.3,8.4,0.8,17.0,-0.4,3.2,0.3,-1.2
CN(C)S(=O)(=O)c1ccc(C(=O)OCC(=O)Nc2sc3c(c2C#N)CCCCC3)cc1,1.9,-1.3,-5.7,-1.7,2.0,-0.8,-1.2,-5.7,3.5,5.0
CC(C)NS(=O)(=O)c1ccc(OCC(N)=O)c(Cl)c1,-0.7,0.6,2.0,14.4,-0.2,5.0,-0.9,-2.9,-2.0,-6.6
O=C(NCc1ccco1)c1ccc(CS(=O)Cc2ccc(Cl)cc2)o1 (stereo unspecified),-1.1,-0.8,7.0,-7.3,0.5,-5.4,0.1,.,-3.1,-6.4
COC(=O)c1ccccc1Nc1ccnc(Cl)n1,1.5,-2.2,-4.7,-12.2,3.5,-18.9,-0.2,-3.6,-3.1,-1.7
CCOc1ccc(NC(=O)CN(C)C(=O)c2ccccc2OCc2c(C)noc2C)cc1OCC,0.5,-1.4,-4.2,-46.7,-4.9,6.6,-1.6,-0.5,1.1,-2.2
CC#CCCc1nc2ccccc2c(=O)n1N,0.6,1.0,-1.8,0.9,-3.6,-8.1,-0.8,-1.7,-0.2,6.0
C/C=C/n1ccnc1CC(O)(c1ccccc1)c1ccc(C)cc1 (stereo unspecified),0.3,-3.4,-5.4,.,1.4,60.1*,-0.5,-1.2,-1.0,-5.3
COc1ccc(C(=O)COC(=O)CCN2C(=O)C3CC=CCC3C2=O)c(OC)c1 (stereo unspecified),-0.9,1.3,-7.7,-34.6,4.3,0.2,-0.3,1.8,-5.2,-4.0
O=C1CCC(=O)N1c1nc2n(n1)C(c1ccccc1)C=C(c1ccc(Br)cc1)N2 (stereo unspecified),9.9,-3.3,9.1,8.9,0.8,-492.9,-0.9,-0.2,-0.7,-0.8
CC1CCCC(C)N1/N=C/c1ccccc1F (stereo unspecified),2.0,-2.3,3.7,1.2,1.4,-6.2,0.0,-0.2,2.4,-9.8
O=C(COc1ccc(C(=O)Nc2ccc(Cl)cc2)cc1)NCc1ccccc1,0.4,2.2,-0.7,-42.3,-4.7,-1.4,-1.1,-1.5,1.3,5.1
CN(C)c1cccc(Oc2nc3c(c(=O)n(C)c(=O)n3C)n2C)c1,3.6,0.8,-0.1,-89.0,-5.7,-5.4,0.1,-2.6,-2.7,0.2
COCCNC(=S)N1CCC(C(=O)c2ccc(F)cc2)CC1,-3.1,-0.9,3.5,17.0,0.9,4.7,0.0,-0.8,-5.1,-6.8
Cc1nc2cc3nc(C(F)(F)F)[nH]c3cc2[nH]1,0.6,-0.8,-2.9,-0.5,4.8,-2.1,-0.1,2.4,3.2,-7.8
SMILES,LANA DNA inh,DAGLB inh,PKA-R2B act,SR-BI DiI-HDL act,cardiac RTF act,Rtt109 HAT inh,CAL PDZ FP-1,CAL PDZ FP-2,Keap1 Nrf2 FP,RTF Ca sens inh
COc1ccc(C2CC(c3ccccc3)=NN2C(=O)COC(=O)CNC(=O)c2ccccc2)cc1 (stereo unspecified),-1.1,1.6,-1.1,10.2,-2.5,7.7,1.5,3.8,-2.9,9.7
COc1ccc(-n2c(SCC(N)=O)nnc2-c2ccccc2F)cc1,0.7,-0.8,-0.9,3.6,-4.0,-9.2,-0.1,5.3,1.5,3.8
c1ccc2c(c1)CNc1ccccc1-2,0.2,0.2,-0.4,19.9,-10.7,-6.9,-0.6,.,1.8,-0.5
C=CCc1cccc(/C=N/n2c(C)nnc2C)c1O,12.1,-1.6,-0.8,2.6,2.5,-6.7,-1.5,-2.5,-0.1,2.9
O=C(N1CCN(c2ccccc2)CC1)C(F)(F)C(F)(F)F,0.5,-1.0,5.1,-16.0,-0.9,3.9,1.1,-5.8,0.0,-0.5
Cc1cc(Cl)ccc1OCC(=O)N(Cc1ccco1)C1CCS(=O)(=O)C1 (stereo unspecified),-1.9,-3.1,3.5,-2.0,1.4,-10.6,0.5,.,-4.0,-3.5
C=CCn1c(SCC(=O)Nc2ccc(C(=O)O)cc2)nc2sc(C)c(C)c2c1=O,0.5,-0.7,-16.1,5.7,-1.9,10.2,-1.4,-4.5,3.6,1.6
CCN=C1S/C(=C\c2cn(CC(=O)NCc3ccco3)c3ccccc23)C(=O)N1CC,4.1,-0.2,5.8,.,6.1,-13.0,0.1,.,-1.0,-13.8
CCN(C(=O)CSc1nnc(Nc2cccc(C)c2C)s1)C1CCS(=O)(=O)C1 (stereo unspecified),0.5,0.8,0.1,3.5,0.9,4.9,-0.2,-3.5,-4.0,0.3
COc1ccc(-c2noc(CCC(=O)Nc3cccnc3)n2)cc1,-0.3,-0.9,-10.1,23.4,-3.1,7.2,-2.3,0.5,-3.5,2.4
COC(=O)CCc1nc2ccccc2nc1OC,-0.6,0.4,-7.0,8.7,-3.5,-6.5,-1.5,6.7,0.6,-5.3
CCN1C(=O)N(C)C2(c3ccccc3)N(C)C(=O)N(C)C12c1ccccc1 (stereo unspecified),0.0,-0.5,-15.1,10.1,-2.4,-3.4,-0.7,-2.0,-5.2,2.8
CC(C)CC(=O)Nc1c2c(nn1-c1cccc(Cl)c1)CS(=O)C2 (stereo unspecified),-0.8,2.4,2.6,0.3,-4.2,0.6,-2.6,.,-3.0,-6.5
S=c1[nH]ncn1/N=C/c1cccc(Oc2ccccc2)c1,1.9,-1.2,-7.0,6.0,1.5,5.1,-2.1,2.2,-6.4,-3.9
CC(Sc1nncn1C)C(=O)Nc1ccc2ccccc2c1 (stereo unspecified),-0.1,-0.9,-3.4,32.6,2.8,4.9,-3.7,-1.5,-3.3,-2.6
O=C(Cn1cc(S(=O)(=O)Cc2cccc([N+](=O)[O-])c2)c2ccccc21)N1CCOCC1,0.2,-2.1,2.0,-6.9,-3.4,0.2,0.6,-6.6,-1.0,-2.1
COC(=O)c1ccc2[nH]c3cccc(/C(=C/c4ccccc4)c4ccccc4)c3c2c1,-0.3,-7.8,2.6,-23.4,5.1,-7.8,-1.7,-3.3,2.6,-6.0
COC(=O)CCC(=O)Nc1cccc(Cl)c1,-1.0,-1.2,-3.3,-7.7,-0.7,-9.9,-0.3,-3.4,-3.9,-10.2
CCOC(=O)CCP(=O)(O)C(O)c1ccc(OC)cc1 (stereo unspecified),0.4,1.5,4.3,.,6.8,4.7,-0.2,3.4,3.8,-2.3
CCSc1nnc(NC(=O)c2c(-c3ccccc3Cl)noc2C)s1,1.3,0.4,-5.9,-6.2,2.4,-2.9,-0.5,.,-2.5,1.7
CCN(CC(=O)Nc1ccc(NC(C)=O)cc1)C(=O)c1cc2ccccc2oc1=O,0.2,0.0,-0.2,7.2,-4.0,-3.4,0.1,-6.4,4.5,-9.5
Cc1nn(C)c(C(=O)NNC(=S)NCc2ccccc2)c1Cl,0.3,-1.1,-5.6,11.9,-3.5,4.5,-1.1,-3.3,-1.3,-4.0
Cc1nc(C(=O)N(C)C)nn1-c1cc(Cl)ccc1Cl,0.8,-1.0,-3.9,51.5,-2.9,3.7,0.5,-2.9,-2.9,0.8
CC1(C)SCC(C(=O)O)N1C=O (stereo unspecified),1.6,-1.8,-2.7,12.0,-1.7,0.3,0.0,.,0.0,-0.3
CC(=O)Nc1ccc(S(=O)(=O)c2c(N)n(CCN3CCOCC3)c3nc4ccccc4nc23)cc1,4.6,-5.0,-2.4,15.7,0.3,-14.0,-0.9,-6.9,0.2,-0.6
CNC(=O)CNC(=O)Nc1ccc(C)cc1,0.0,-1.4,-11.4,15.7,0.0,-10.1,-1.9,-0.2,0.4,-7.0
O=C(CCNS(=O)(=O)c1ccc(Br)s1)N1CCN(c2ccccc2)CC1,2.0,-1.6,3.6,-12.4,2.0,-11.8,.,1.0,-1.8,0.1
CSc1ccccc1NC(=O)COC(=O)CSc1ccc(C)cc1,-0.4,-5.0,7.4,33.4,14.3,-21.9,-1.0,-5.6,-7.2,-3.0
CC1CCCC(C)N1C(=O)Cn1c(SCC(=O)NCc2ccc3c(c2)OCO3)nc2ccccc21 (stereo unspecified),-0.6,0.5,2.5,-20.9,2.1,-8.1,-2.2,-3.0,-2.6,-6.7
O=C(CN(Cc1ccc2c(c1)OCO2)C(=O)CNS(=O)(=O)c1ccccc1)NCc1ccco1,1.6,1.1,-1.0,3.1,-5.5,-4.5,-0.6,.,-0.3,-2.4

# Sorted by formula weight (falling): part of the list above.
SMILES,LANA DNA inh,DAGLB inh,PKA-R2B act,SR-BI DiI-HDL act,cardiac RTF act,Rtt109 HAT inh,CAL PDZ FP-1,CAL PDZ FP-2,Keap1 Nrf2 FP,RTF Ca sens inh
CCN(C(=O)CSc1nnc(Nc2cccc(C)c2C)s1)C1CCS(=O)(=O)C1 (stereo unspecified),0.5,0.8,0.1,3.5,0.9,4.9,-0.2,-3.5,-4.0,0.3
CC(Sc1nncn1C)C(=O)Nc1ccc2ccccc2c1 (stereo unspecified),-0.1,-0.9,-3.4,32.6,2.8,4.9,-3.7,-1.5,-3.3,-2.6
C=CCc1cccc(/C=N/n2c(C)nnc2C)c1O,12.1,-1.6,-0.8,2.6,2.5,-6.7,-1.5,-2.5,-0.1,2.9
